Screens deposited in PubChem by Sanford-Burnham Center for Chemical Genomics.
SIAH1 antagonists – Siah-1 peptide-binding antagonists, primary screen, biochemical, fluorescence polarization, rhodamine-plectin, uHTS (AID 1817) | Siah-1 / rhodamine-plectin peptide fluorescence polarization; higher % means a stronger effect | displacement, % at 20 µM; hits with a dose series show IC50 in µM | 290,000 compounds, 0.02% hits;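 active means displacement of at least 50% at 20 µM, with a fluorescence ratio check between 0.3 and a set limit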;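 further: plate controls were Siah plus tracer with DMSO for no effect and tracer alone without Siah for full effect; strong numbers were not always called active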
LYP phosphatase – inhibitors of LYP phosphatase, biochemical, fluorescence intensity, uHTS (AID 1779). Tyrosine-protein phosphatase non-receptor type 22 (Homo sapiens). recombinant LYP phosphatase, fluorescence intensity; higher % means a stronger effect. inhibition, % at 11.5 µM, or IC50 in µM where a hit was titrated. 290,000 compounds, 0.054% hits; in the data active means inhibition above about 50%;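 further: plate controls were vehicle with enzyme for no effect and no enzyme for full effect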
AID2073 – inhibitors of Mint1-CaV2.2 protein interaction, biochemical, HTRF (AID 2073) | inhibition, % at 20 µM; hits with a dose series show IC50 in µM | 290,000 compounds, 0.19% hits | HTRF protein-protein interaction, Mint1-CaV2.2; higher % means a stronger effect | Voltage-dependent N-type calcium channel subunit alpha-1B (Homo sapiens); in the data active means inhibition mostly above about 51%, no sharp cut-off; inconclusive means no clear call, values can overlap the other calls; inactive means mostly below about 53%; further: some results filed as inactive read as strong as hits
Active calls of the source: *; ? = inconclusive. The list is partial; rates above refer to the full screens.

Start of the data: the first 7 records, to show the layout:
SMILES	SIAH1 antagonists	LYP phosphatase	AID2073
CN1CCN(c2nc3c(c(=O)n(C)c(=O)n3C)n2Cc2ccccc2F)CC1	-1%	-2%	10%
C=CCOc1ccc(C(=O)Nc2ncn[nH]2)cc1	-5%	-7%	1%
CN(C)/C=C1/OC(=O)C(C#N)=C1c1ccc(Cl)cc1	-5%	-4%	7%
O=C(NCc1ccccc1)C(c1ccncc1)N(C(=O)c1csnn1)c1cccc(F)c1 (configuration not stated)	1%	-8%	-7%
Cc1cccc(S(=O)(=O)Nc2nc3ccccc3nc2Nc2cccc(C(=O)O)c2)c1	2%	-10%	?
CCc1ccc(C(=O)COC(=O)CNC(=O)Cc2ccccc2)cc1	-7%	-11%	12%
CCC(C(=O)NCCc1c[nH]c2ccc(C)cc12)c1ccccc1 (configuration not stated)	-1%	-7%	14%

Results, previewed entries included:
SMILES	SIAH1 antagonists	LYP phosphatase	AID2073
CN1CCN(c2nc3c(c(=O)n(C)c(=O)n3C)n2Cc2ccccc2F)CC1	-1%	-2%	10%
C=CCOc1ccc(C(=O)Nc2ncn[nH]2)cc1	-5%	-7%	1%
CN(C)/C=C1/OC(=O)C(C#N)=C1c1ccc(Cl)cc1	-5%	-4%	7%
O=C(NCc1ccccc1)C(c1ccncc1)N(C(=O)c1csnn1)c1cccc(F)c1 (configuration not stated)	1%	-8%	-7%
Cc1cccc(S(=O)(=O)Nc2nc3ccccc3nc2Nc2cccc(C(=O)O)c2)c1	2%	-10%	?
CCc1ccc(C(=O)COC(=O)CNC(=O)Cc2ccccc2)cc1	-7%	-11%	12%
CCC(C(=O)NCCc1c[nH]c2ccc(C)cc12)c1ccccc1 (configuration not stated)	-1%	-7%	14%
COc1cc(CN2CCCCCC2)cc(OC)c1OC	18%	-4%	13%
COc1ccc(Cl)cc1N1C(=O)CN(Cc2cc(OC)c(OC)c(OC)c2)C1=S	1%	-5%	47%
COc1ccc(C(CNC(=O)C2CC2)N(C)C)cc1 (configuration not stated)	-5%	-10%	14%
CCOC(=O)CCNC(=O)N1CCCC(C(=O)c2cc(C)c(OC)c(C)c2)C1 (configuration not stated)	1%	-9%	49%
O=C(O)c1cc(-c2ccc3ccccc3n2)nc2ccccc12	-1%	3%	1%
COc1ccc(N(CC(=O)NCCSc2ccc(C)cc2)S(=O)(=O)c2ccccc2)c(OC)c1	16%	0%	2%
Cc1ccc2c(c1)N(CC(=O)N1CCC(C)CC1)C(=O)c1cccnc1O2	-3%	-11%	8%
Cc1ccc(S(=O)(=O)CC(=O)N2CCN(c3ccc(F)cc3)CC2)cc1	4%	-10%	5%
O=[N+]([O-])c1ccc(NC(=S)N2CCN(S(=O)(=O)c3ccccc3)CC2)cc1	1%	-5%	-15%
Cc1cnc(C(=O)N2CCCC(N3CCN(c4cccc(C(F)(F)F)c4)CC3)C2)cn1 (configuration not stated)	3%	-9%	1%
CCOc1ccc(NC(=O)CN(C)C(=O)c2ccc(=O)[nH]c2)cc1OCC	6%	-9%	-3%
COc1cc(NC(=O)C2CCN(c3cnccn3)CC2)cc(OC)c1OC	-7%	-8%	9%
CCCc1c(C(=O)N/N=C/c2ccncc2)nnn1-c1nonc1N	-3%	-4%	13%
COc1ccccc1CNC(=O)CCC(=O)n1ncc2cc(C)ccc21	-4%	-12%	-5%
CC(=O)NC(CC(=O)NCCCn1ccc2ccccc21)c1ccccc1 (configuration not stated)	4%	-8%	8%
COc1ccccc1OCc1ccc(C(=O)c2ccccc2)cc1	-1%	-11%	4%
Cc1ccc(NC(=O)CCCn2c(=O)oc3ccccc32)c(O)c1	0%	-6%	5%
Cc1nc(C)c(-c2ccc(SCC(=O)Nc3ccccc3)nn2)s1	-3%	-12%	4%
NC(=O)c1ccc(S(=O)(=O)N2CCSCC2)cc1	-3%	-4%	-4%
O=[N+]([O-])c1cccc(Nc2c([N+](=O)[O-])ccc3nonc23)c1	3%	-2%	7%
COc1ccccc1-n1c(C)c(C(=O)O)c2cc(OC)c3ccccc3c21	-7%	-3%	13%
COc1ccc(C(=O)N2CCN(Cc3ccccc3[N+](=O)[O-])CC2)cc1	2%	-11%	3%
CNC(=O)CSc1nnc(-c2ccco2)n1-c1cccc(C)c1	12%	-10%	2%
CN(C(=O)c1cccc(NC(=O)c2cccs2)c1)c1ccccc1	0%	-9%	5%
Cc1ccc(-n2nc3c(c2NC(=O)CC(C)C)CS(=O)(=O)C3)c(C)c1	3%	-5%	-2%
COc1cccc(NC(=O)N2CCCCCC2)c1	0%	-6%	1%
C=CCOc1ccc(C2NC(=O)c3ccccc3O2)cc1OCC (configuration not stated)	4%	-1%	7%
O=C(NCc1ccccc1)c1ccc(CS(=O)(=O)c2ccc(Br)cc2)o1	4%	-13%	1%
O=C1c2ccccc2C(=O)N1Cc1ccccc1F	3%	-3%	10%
COc1cc(S(=O)(=O)N2CCN=C2c2ccccc2)ccc1Cl	-7%	-10%	8%
Cc1ccc(S(=O)(=O)N[C@@H](CC(C)C)C(=O)N2CCC(C(=O)N[C@H](C(=O)O)C(C)C)CC2)cc1	-1%	-9%	12%
CS(=O)(=O)N(CCCC(=O)N1CCCCCC1)c1cccc(Cl)c1	-8%	-12%	7%
CCCC12CN(C(=O)c3ccco3)CC(CCC)(CN(C(=O)c3ccco3)C1)C2=O	6%	-11%	-6%
CC(=O)c1ccc(N2CCN(S(=O)(=O)c3ccc4c(c3)CC(C)N4C(C)=O)CC2)cc1 (configuration not stated)	-1%	-4%	6%
CN(c1ccc(Cl)cc1)S(=O)(=O)c1nnc(NC(=O)c2ccco2)s1	-2%	-11%	22%
O=C(Nc1cc(Cl)ccc1Cl)c1cc(-c2ccco2)on1	-2%	-10%	7%
Cc1cccc(NC(=S)NCc2ccc(F)cc2)c1C	5%	-4%	11%
O=C(O)CC1S/C(=N\N=C2\C(=O)Nc3ccccc32)N(c2ccc(O)cc2)C1=O (configuration not stated)	4%	-3%	-1%
Nc1cc(Nc2ccccc2)c2nonc2c1[N+](=O)[O-]	-1%	-4%	2%
CCOc1ccc(C(C(=O)NCC2CCCO2)N(CCc2cccc(C)c2)C(=O)c2snc(C(N)=O)c2N)cc1 (configuration not stated)	-3%	-12%	10%
CC1CCC(N2CCN(c3ccc([N+](=O)[O-])cc3)CC2)CC1 (configuration not stated)	1%	2%	-6%
COc1ccc(-c2ccc(NS(=O)(=O)c3ccc([N+](=O)[O-])cc3)cc2)nn1	1%	-6%	1%
Cc1cc(NC(=O)c2ccccc2)n(C)n1	7%	-8%	8%
Cn1c(CNc2ccc(Br)cc2)nc2ccccc21	2%	-3%	4%
COc1ccc(C(C(=O)NCC2CCCO2)N(Cc2cccs2)C(=O)c2snc(C(N)=O)c2N)cc1OC (configuration not stated)	1%	-4%	38%
COc1cc(NC(=O)c2ccccc2)c(C)cc1NC(=O)CC(CC(=O)O)c1ccccc1 (configuration not stated)	1%	-6%	-4%
CCc1cc(C(=O)NC(C)C2CCCO2)cs1 (configuration not stated)	-8%	-9%	5%
Cc1cc(C)cc(N(CC(=O)NC2CCCC2)C(=O)CCC(=O)Nc2cc(C)on2)c1	-3%	-7%	12%
COc1ccc(NC(=O)O/N=C/c2ccc(Br)cc2)cc1	9%	-5%	-6%
CCOc1ccc(N2CC(C(=O)Nc3ccc(S(=O)(=O)Nc4nccs4)cc3)CC2=O)cc1 (configuration not stated)	5%	-3%	6%
COc1ccc(S(=O)(=O)N2CCC(C(=O)N[C@H](C(=O)NCc3ccncc3)C(C)C)CC2)cc1	10%	-2%	3%
CCCn1cnnc1CNC(=O)C1CCC(=O)N(CCc2ccc(OC)cc2)C1 (configuration not stated)	14%	-10%	3%
O=C(COC(=O)/C=C/c1ccc(C(F)(F)F)cc1)NCCC1=CCCCC1	6%	-5%	-5%

(continued)
SMILES	SIAH1 antagonists	LYP phosphatase	AID2073
CCOC(=O)C1CCCN(S(=O)(=O)c2nc3nc(C)cc(C)n3n2)C1 (configuration not stated)	-2%	-5%	-1%
CC1CCCC(C)N1C(=O)c1cc(-c2ccco2)on1 (configuration not stated)	5%	-3%	3%
COC(=O)C1Cc2ccccc2CN1S(=O)(=O)c1ccc(F)cc1 (configuration not stated)	0%	-5%	46%
CCOc1ccc(NC(=O)CSc2nnc(-c3ccco3)n2N)cc1	1%	-4%	7%
CC1Cc2cc(S(=O)(=O)N3CCN(c4cccc(Cl)c4)CC3)ccc2N1C(=O)C1CC1 (configuration not stated)	3%	-2%	-2%
COc1ccc(CCNC(=O)C2CCC(=O)N2S(=O)(=O)c2ccc(C)cc2)cc1 (configuration not stated)	2%	0%	-4%
CN(C)c1ccc(N2C(=NC(=O)COc3ccccc3)SC3CS(=O)(=O)CC32)cc1 (configuration not stated)	-11%	-9%	-7%
COc1cc(OC)c(C(=O)O/N=C(\N)c2cccc(C)c2)cc1OC	3%	-8%	15%
COc1ccc(-c2nc(CS(=O)(=O)CC(=O)NCCCN3CCN(C)CC3)c(C)o2)cc1	-3%	-12%	6%
CN(C)S(=O)(=O)c1ccc(C(=O)NCC(C)(C)CN=C2NS(=O)(=O)c3ccccc32)cc1	28%	-7%	54%
Cc1ccc(NC(=S)Nc2cccc3ccccc23)cc1F	10%	1%	9%
COc1cccc(NS(=O)(=O)NC(=O)c2cn(C)c3ccccc23)c1	2%	-2%	-1%
O=C(Nc1ccccc1N1CCCC1)c1cccc(F)c1	6%	-6%	7%
Cc1nc2scc(C)n2c(=O)c1S(=O)(=O)NCc1ccc(F)cc1	-1%	-13%	8%
Nc1cccc(-c2cnc3ccccc3n2)c1	22%	-4%	5%
CCN(CC)C(=O)Cn1c(=O)n(CC(=O)N2CCCCC2)c(=O)c2sccc21	-2%	-11%	1%
Cc1cccc(Oc2ccc3c(c2)cc(C(=O)O)n3C)c1	3%	-9%	-2%
CCn1ccnc1CN(C)C(=O)c1ccc2nc(Cc3ccc(OC)cc3)oc2c1	-4%	-12%	-3%
COc1ccc(CC(C(=O)Nc2ccc(OC)cc2)c2nn[nH]n2)cc1 (configuration not stated)	-1%	-7%	1%
COc1cc([N+](=O)[O-])ccc1NC(=O)Nc1cccnc1	-2%	-5%	2%

Arranged by number of heavy atoms (rising): part of the list above.
SMILES	SIAH1 antagonists	LYP phosphatase	AID2073
Nc1cccc(-c2cnc3ccccc3n2)c1	22%	-4%	5%
O=C(Nc1ccccc1N1CCCC1)c1cccc(F)c1	6%	-6%	7%
COc1ccc(CCNC(=O)C2CCC(=O)N2S(=O)(=O)c2ccc(C)cc2)cc1 (configuration not stated)	2%	0%	-4%

The results go on.
SMILES	SIAH1 antagonists	LYP phosphatase	AID2073
COc1ccc(NC(=O)C2CCN(S(=O)(=O)c3c(C)noc3/C=C/N(C)C)CC2)cc1	10%	-7%	1%
Cc1c(NS(=O)(=O)c2cc(C(=O)O)ccc2Cl)c(=O)n(-c2ccccc2)n1C	-1%	-7%	12%
O=C(O)COc1ccc(/C=N/NC(=O)/C(=C/C=C/c2ccccc2)NC(=O)c2ccccc2)cc1	12%	-6%	27%
CCOc1ccccc1CNC(=O)CCn1ccc2cc(S(=O)(=O)N3CCCCC3)ccc21	2%	-3%	-2%
Cc1ccc(C)c(Nc2ccc3nonc3c2[N+](=O)[O-])c1	-7%	-6%	13%
COc1ccc(CNn2cnnc2)c(O)c1	1%	-6%	12%
O=C(Nc1ccccc1-c1ccccc1)c1ccc(=O)[nH]n1	-6%	-10%	11%
O=C(NCc1ccc2c(c1)OCO2)c1nc(Cn2cc(Br)cn2)no1	-4%	-11%	9%
Cc1ccc(CNC(=O)c2ccccc2NS(=O)(=O)c2ccc(Cl)nc2)cc1	2%	-8%	8%
COc1ccc(C)cc1Nc1n[n+](-c2ccccc2)c(-c2ccc(SC)cc2)s1	-4%	-6%	-14%
COc1ccc(N2CCN(CC(O)COc3cc(C)cc(C)c3)CC2)cc1 (configuration not stated)	3%	0%	20%
O=C(NCCCn1ccnc1)c1ccc(F)cc1	5%	2%	-2%

Rewritten with two lines to a compound: part of the list above
Order of values – SIAH1 antagonists | LYP phosphatase | AID2073
COc1ccc(CCNC(=O)C2CCC(=O)N2S(=O)(=O)c2ccc(C)cc2)cc1 (configuration not stated)
→ 2% | 0% | -4%
CN(C)c1ccc(N2C(=NC(=O)COc3ccccc3)SC3CS(=O)(=O)CC32)cc1 (configuration not stated)
→ -11% | -9% | -7%
COc1cc(OC)c(C(=O)O/N=C(\N)c2cccc(C)c2)cc1OC
→ 3% | -8% | 15%
COc1ccc(-c2nc(CS(=O)(=O)CC(=O)NCCCN3CCN(C)CC3)c(C)o2)cc1
→ -3% | -12% | 6%
